FXN GAA850 act – activators of GAA850 frataxin (FXN) promoter. activation, % at 6 µM. AID 540364. hit rate 0.56% among 360,000. HEK293 lucGAA850 FXN promoter luciferase reporter, 24 h; percent of 10 µM SAHA response;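 active means activation above the average of all compounds screened plus 3 SD, cutoff fixed separately per campaign, cut at about 7.5% in these data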;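 further: 0% = DMSO wells and 100% = 10 µM SAHA wells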
ADAM17 inh – ADAM17 inhibition, QFRET primary screen | AID 720648 | hit rate 0.83% among 370,000 | P78536 | recombinant ADAM17, EDANS/DABCYL FRET peptide cleavage | inhibition, % at 6.95 µM;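 active means inhibition above the mean of compounds lying between control limits plus 3 SD, set per campaign, cut at about 8.5% in these data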;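 further: 0% = DMSO-only wells as the low control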
Target sequence (P78536 215-824 limits assumed): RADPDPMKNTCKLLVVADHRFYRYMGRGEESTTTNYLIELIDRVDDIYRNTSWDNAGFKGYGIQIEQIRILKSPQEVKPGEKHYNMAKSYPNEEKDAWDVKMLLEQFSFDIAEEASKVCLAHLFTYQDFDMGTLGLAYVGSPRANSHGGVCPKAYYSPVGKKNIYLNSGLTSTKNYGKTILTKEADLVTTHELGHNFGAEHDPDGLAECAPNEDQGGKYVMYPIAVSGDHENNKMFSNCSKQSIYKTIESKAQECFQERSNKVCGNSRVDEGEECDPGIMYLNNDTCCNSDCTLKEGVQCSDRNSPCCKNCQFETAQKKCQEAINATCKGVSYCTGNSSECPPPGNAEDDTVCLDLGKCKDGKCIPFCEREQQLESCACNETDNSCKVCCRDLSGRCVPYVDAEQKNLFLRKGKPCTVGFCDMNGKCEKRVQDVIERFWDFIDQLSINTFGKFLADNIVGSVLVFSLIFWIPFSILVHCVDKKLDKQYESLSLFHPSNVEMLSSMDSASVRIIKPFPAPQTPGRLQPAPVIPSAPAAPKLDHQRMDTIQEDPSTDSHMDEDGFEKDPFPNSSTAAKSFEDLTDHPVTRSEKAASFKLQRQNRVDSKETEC
ADAM10 inh – ADAM10 inhibition, QFRET primary screen. recombinant ADAM10, EDANS/DABCYL FRET peptide cleavage, 3 h. inhibition, % at 7 µM. hit rate 0.62% among 370,000. AID 720582;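 active means inhibition above a per-campaign cutoff equal to the mean of compounds falling between control-based bounds plus 3 SD, cut at about 20% in these data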;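 further: 0% = DMSO wells while the 100% control is not disclosed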
hcDAF12 agonist – H. contortus DAF-12 activation, primary screen; HEK293 hcDAF-12 lit1-tk-luc reporter, luminescence; 0% DMSO, 100% Δ7-dafachronic acid; activation, % at 6.8 µM; hit rate 1.4% among 370,000; AID 652067;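 active means activation above the mean of all tested compounds plus 3 SD, cut at about 5.5% in these data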;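 further: 100% = response to 3 µM Δ7-dafachronic acid high control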
DAX1 inh-1 – NR0B1 (DAX1) inhibition; AID 504766; inhibition, % at 6.75 µM; hit rate 0.99% among 340,000; HEK293 Gal4-DAX1 luciferase reporter, luminescence; P51843;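 active means inhibition above the mean over all tested compounds plus 3 SD, cut at about 4.2% in these data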;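 further: 0% = DAX1-transfected cells with DMSO and 100% = empty-vector control cells with DMSO; inhibition shows as a rise in luminescence from relieved DAX1 repression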
Target sequence (P51843 207-470 limits assumed): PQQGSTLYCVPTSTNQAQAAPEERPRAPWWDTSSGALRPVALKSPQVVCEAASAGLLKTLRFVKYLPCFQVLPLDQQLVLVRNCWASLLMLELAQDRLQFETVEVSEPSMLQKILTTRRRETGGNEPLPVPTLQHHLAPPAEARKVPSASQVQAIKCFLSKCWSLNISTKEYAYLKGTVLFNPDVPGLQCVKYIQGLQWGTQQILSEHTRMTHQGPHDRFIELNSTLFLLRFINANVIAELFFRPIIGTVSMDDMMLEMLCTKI
PLCg1 inh – PLC-gamma1 (human) inhibition, primary screen. P19174. purified PLC-gamma1, fluorogenic substrate, fluorescence. inhibition, % at 12.2 µM. hit rate 0.84% among 370,000; in the data active means inhibition above about 9.5%
hgDAF-12 ag – hgDAF-12 agonism, primary luciferase screen. HEK293 GAL4-hgDAF12 UAS-luciferase reporter, agonist luminescence; normalized to butyrate control. hit rate 1.8% among 370,000. activation, % at 6.8 µM;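 active means activation above a cutoff set at the mean of all screened compounds plus 3 SD, cut at about 10% in these data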;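 further: 0% = DMSO wells and 100% = sodium butyrate wells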
ssDAF12 agonist – activators of S. stercoralis DAF-12 nuclear receptor | HEK293 ssDAF-12/GRIP1 lit1-tk-luc reporter, luminescence; % of 3 µM dafachronic acid response | activation, % at 6.8 µM | hit rate 1% among 370,000 | AID 652126;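 active means activation above the mean over all tested compounds plus 3 SD, cut at about 0.9% in these data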;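 further: 0% = DMSO-only wells and 100% = 3 µM delta7-dafachronic acid wells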
DAX1 inh-2 – blocks DAX1 repression of SF-1 activated StAR promoter; HEK293T StAR-luciferase reporter, SF-1/DAX-1 repression relief; inhibition, % at 6.8 µM; hit rate 1.1% among 370,000; AID 652010;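 active means inhibition above the mean over all tested compounds plus 3 SD, cut at about 3.6% in these data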;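 further: 0% = DAX-1 cells with DMSO and 100% = cells lacking DAX-1 with DMSO; higher inhibition means more luminescence from relief of DAX-1 repression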
PLC-beta3 inh – inhibitors of human phospholipase C beta3. inhibition, % at 12.2 µM. Purified PLC-beta3, fluorogenic substrate, fluorescence. hit rate 0.18% among 370,000. AID 720704; in the data active means inhibition above about 11%;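 further: 0% = median of compound wells on plate and 100% = full blocker control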
HGIII-sPLA2 inh – Blocks human group III sPLA2 activity; Q9NZ20; QFRET BODIPY PC-A2 liposome hydrolysis, fluorescence; inhibition, % at 12.2 µM; hit rate 0.56% among 370,000;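 active means inhibition above mean plus 3 SD of compounds lying within the high and low control bounds, cut at about 19% in these data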;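 further: 0% = median of test compound wells and 100% = no enzyme DMSO wells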
* = called active by the depositor; nt = no result given.

Compound	HGIII-sPLA2 inh	FXN GAA850 act	ADAM10 inh	ssDAF12 agonist	PLC-beta3 inh	DAX1 inh-2	hgDAF-12 ag	ADAM17 inh	DAX1 inh-1	PLCg1 inh	hcDAF12 agonist
COc1cc(NS(=O)(=O)c2ccc(C)c(C)c2)c(OC)cc1Cl	-21	-0.3	8	-1.4	4	-1.4	-3.6	4	1.9	5	-1.6
C/C(CC1(O)C(=O)Nc2ccccc21)=N\O (centres undefined)	1	2.5	-3	-0.6	0	-0.1	0.9	-3	0.4	2	1.4
Cc1ccc(S(=O)(=O)N2C[C@H]3[C@H]4C(=O)N(Cc5ccccc5)C(=O)[C@H]4CC(=O)[C@H]3[C@@H]2c2ccccc2)cc1	-13	nt	-12	-1.3	-25	-1.8	0.2	0	nt	-16	-0.1
Cc1oc(-c2ccc(Cl)cc2)nc1CS(=O)CC(=O)NC(C)c1ccccc1 (centres undefined)	-6	-0.8	1	-1.1	-8	0.0	0.6	2	-0.1	-5	-0.7
CC(CCc1ccccc1)NC(=O)COC(=O)c1cccc(N(C)C)c1 (centres undefined)	2	2.1	-9	-1.5	-92	-0.3	-0.6	-7	0.1	-60	0.0
CCNC(=O)/C(=C\c1ccc2c(c1)OCO2)NC(=O)c1ccc(Br)cc1	2	1.0	-1	-0.8	-5	0.1	-0.6	1	0.9	0	-2.0
O=C(c1cccc(S(=O)(=O)N2CCN(c3ccc(F)cc3)CC2)c1)N1CCN(c2ccccc2O)CC1	-10	-2.6	10	-1.6	-7	-2.7	-3.5	-2	-0.2	-1	-2.2
Cn1c(NCc2c(O)ccc3ccccc23)nc2ccccc21	-19	-3.9	-30	-1.1	0	0.4	1.5	-10	-1.0	3	0.4
C[C@H](CO)N1C[C@H](C)[C@@H](CN(C)S(=O)(=O)c2cn(C)cn2)Oc2ccc(NC(=O)NC3CCCCC3)cc2C1=O	3	0.1	-3	-0.8	-1	0.7	0.4	-3	-1.6	0	-0.7
O=S1(=O)CC(N2CCSCC2)CN1Cc1cn(Cc2ccc(F)cc2)nn1 (centres undefined)	8	nt	-5	-1.4	-1	-0.5	-1.0	-5	nt	0	-1.1
CCOC(=O)c1c(C)[nH]c(C(=O)CC(=O)OC)c1C	-30	0.2	-3	-0.7	3	0.0	-1.9	0	-1.2	-2	-1.5
CCOC(=O)Cc1nnc(NC(=O)C23CC4CC(CC(C4)C2)C3)s1	-38	-0.4	-3	-1.6	-7	-0.3	-1.4	-5	1.1	-1	0.7
O=C(COc1ccc(Cl)cc1)Nc1cccc(-c2ccc3nncn3n2)c1	8	1.1	0	-1.8	-10	0.3	-1.1	-3	2.7	0	-2.0
CC(=O)Cc1nsc(NC(=O)c2ccc(-c3ccc(F)cc3)o2)n1	-9	1.7	-241	-1.4	-145	0.3	3.0	-72	1.3	-92	0.3
COc1ccc(N2CCN(c3nc(-c4cccs4)nc4ccccc34)CC2)cc1	-6	1.2	-15	-2.2	-25	-1.4	1.3	-2	-2.8	-15	-0.9
C/C(=N\Nc1nc(C(=O)O)cs1)c1ccccc1	3	nt	-9	-0.5	-3	-0.1	2.9	0	nt	-2	-0.4
CN(C)c1ccc(NC(=O)C2C3C=CC(C3)C2C(=O)O)cc1 (centres undefined)	1	-2.3	-5	-0.4	-6	-0.6	-4.2	-1	-1.1	1	3.1
COc1ccc(N(C(=O)c2ccco2)S(=O)(=O)c2ccccc2)cc1	-1	2.3	3	-1.3	5	-0.5	-0.4	0	-1.0	0	0.9
CCCCNC(=O)O[C@@H]1C[C@H]2CCCC(=O)N3CC[C@@H](C1)[C@@H]23	1	0.3	0	-0.8	1	0.1	-2.1	-1	0.9	1	-1.0
CCC(=O)N1CCN(c2nc(-c3ccccc3)c3c(c2C#N)CCCC3)CC1	-22	0.2	-171	-1.9	-468	-2.3	-3.9	-71	-0.5	-355	-4.4
COc1ccc2[nH]c3c(c2c1)CCN1C(=O)C(CC(=O)NC(C)(C)C)C[C@H](C(=O)N2CCOCC2)[C@@]31CCC1CCCC1 (some centres undefined)	-8	-0.1	6	-1.4	2	1.0	-1.0	1	-1.8	3	2.2
CC(=O)CC1=NC(C)(C)Cc2ccccc21	6	0.0	9	-0.8	2	-0.1	-1.2	2	-0.1	2	1.7
Cn1c(N2CCN(C(c3ccccc3)c3ccccc3)CC2)nc2ccccc21	-8	-2.5	5	-2.4	-1	-0.8	1.5	4	-4.9	0	-4.1
O=C(Nc1nccs1)c1ccc([N+](=O)[O-])cc1	-1	4.2	-3	1.2*	-4	0.4	6.3	-2	0.7	2	4.8
Cc1cc(=O)[nH]c(N/N=C/c2cn(CCC#N)nc2-c2ccccc2)n1	-5	-0.1	1	-0.9	2	0.0	-2.4	1	0.3	0	-1.1
CN1CCN(S(=O)(=O)c2ccc(Nc3cccc(Cl)c3)c([N+](=O)[O-])c2)CC1	1	-0.7	-11	-1.0	-5	-1.5	-1.1	-1	2.1	-1	-1.1
S=C1NC2(CCCCCC2)N=C1c1ccccc1	8	2.4	-1	-0.9	-5	0.0	-1.4	-4	-0.6	1	0.3
O=C(COc1ccccc1[N+](=O)[O-])N(C1CCCCC1)C1CCS(=O)(=O)C1 (centres undefined)	-4	0.5	1	-0.6	-4	1.0	-1.8	0	-0.1	6	-0.9
CC(=O)c1cc2c(cc1NC(=O)CCCC(=O)O)OCO2	5	-1.4	-78	-1.1	-55	1.4	0.5	-25	-1.2	-42	-1.4
C=CCNC(=O)CSc1nnc(-c2ccc(S(=O)(=O)N3CCCC3)cc2)n1C	7	-1.8	6	-1.2	-6	0.2	-1.0	-2	-0.2	-2	-1.9

Looked up one by one from above:
Compound	HGIII-sPLA2 inh	FXN GAA850 act	ADAM10 inh	ssDAF12 agonist	PLC-beta3 inh	DAX1 inh-2	hgDAF-12 ag	ADAM17 inh	DAX1 inh-1	PLCg1 inh	hcDAF12 agonist
CN(C)c1ccc(NC(=O)C2C3C=CC(C3)C2C(=O)O)cc1 (centres undefined)	1	-2.3	-5	-0.4	-6	-0.6	-4.2	-1	-1.1	1	3.1
Cc1cc(=O)[nH]c(N/N=C/c2cn(CCC#N)nc2-c2ccccc2)n1	-5	-0.1	1	-0.9	2	0.0	-2.4	1	0.3	0	-1.1

ssDAF12 agonist, what is marked active above
mol	HGIII-sPLA2 inh	ADAM10 inh	ssDAF12 agonist	PLC-beta3 inh	DAX1 inh-2	ADAM17 inh	DAX1 inh-1	PLCg1 inh	hcDAF12 agonist
O=C(Nc1nccs1)c1ccc([N+](=O)[O-])cc1	-1	-3	1.2*	-4	0.4	-2	0.7	2	4.8

The listing continues.
Compound	HGIII-sPLA2 inh	FXN GAA850 act	ADAM10 inh	ssDAF12 agonist	PLC-beta3 inh	DAX1 inh-2	hgDAF-12 ag	ADAM17 inh	DAX1 inh-1	PLCg1 inh	hcDAF12 agonist
CCOc1ccc(NC(=O)CN(C)C(=O)C2CC(=O)N(c3ccc4c(c3)OCCO4)C2)cc1OCC (centres undefined)	6	1.4	-5	-0.3	-7	0.4	2.2	-1	1.0	-4	-0.9
O=S(=O)(c1ccc(SCCO)nc1)N1CCCC1	1	-1.0	-9	-1.0	9	0.6	-0.3	-4	0.1	3	-2.7
CCC(=O)OCCn1c(Br)nc2c1c(=O)[nH]c(=O)n2C	-6	1.0	-1	-1.1	0	0.1	-0.5	-4	-1.4	-1	-1.0
CNC(=S)N1CCN(c2nc(-c3ccc(F)cc3)cs2)CC1	20*	4.1	-2	-1.4	-9	0.1	0.5	-2	-0.2	-5	-1.9
Cc1ccc(N=c2c([N+](=O)[O-])nn(-c3ccc4c(c3)OCCO4)n2O)cc1F	2	-11	-3	-2.8	0	-1.6	-9.3	2	-2.2	6	-4.2
O=C(c1cc2ncc(CCCl)cn2n1)N1CCCCCC1	11	1.7	-12	-0.2	-18	0.7	-1.7	-4	0.5	-12	0.5
O=C(Nc1cccc(NC(=O)c2ccco2)c1)c1ccc([N+](=O)[O-])cc1	5	-1.6	3	-1.2	0	-1.8	-2.6	0	-0.3	0	-1.8
CCCN1CCC(=O)N([C@H](CSc2ccc(Br)cc2)c2ccccc2)CC1	0	2.4	-3	-0.8	-1	0.1	4.3	1	-0.4	0	-0.7
O=C(CSc1ccccc1)Nc1nnc(COc2ccc(Cl)cc2)s1	-22	0.4	1	-1.1	-3	0.1	-0.2	2	0.2	-3	-1.5
COC(=O)c1ccccc1CON1C(=O)C(C)(C)N(OCc2ccccc2C(=O)OC)C(=O)C1(C)C	3	3.0	-1	-1.1	-1	0.3	-1.6	-2	0.0	0	0.2
COc1ccc2[nH]c3c(c2c1)CCNC3=O	-7	-6.5	-493	-1.5	-330	0.4	11*	-128	1.5	-219	1.3
O=C(CC1SC(N2CCCC2)=NC1=O)Nc1ccc(C(=O)NCc2ccccc2F)cc1 (centres undefined)	-6	0.4	4	-1.3	4	1.0	-0.7	2	1.8	8	-0.2
CC1(C(=O)NS(=O)(=O)c2cccc(Cl)c2)CCN1C(=O)CCc1ccccc1 (centres undefined)	8	0.9	-15	-0.8	-1	-0.5	-3.2	1	nt	0	-1.7
N#Cc1c(SCc2c(Cl)cccc2Cl)nc(N)[nH]c1=S	8	-0.1	-3	-1.1	-8	1.2	0.0	4	0.2	2	0.4
Cc1ccccc1-c1cnc2c(c1)C(=O)N([C@H](C)CO)C[C@@H](C)[C@H](CN(C)C(=O)c1ccncc1)O2	1	1.8	-10	-1.3	2	-0.1	2.0	-3	1.5	3	0.0
Cn1c(-c2ncc(F)cc2F)cc2onc(-c3c(F)cccc3Cl)c2c1=O	-6	2.2	0	1.3*	3	1.5	9.8	-2	6.4*	-2	9.3*
Cc1nnc(NC(=O)CCCN2C(=O)c3ccccc3C2=O)s1	-3	-0.1	-4	-1.9	1	1.1	0.7	-5	0.0	-1	-1.6
CCN(CC)S(=O)(=O)c1ccc(N=Nc2c(C)[nH]n(C(N)=S)c2=O)cc1	-18	2.9	9	-0.8	8	0.9	6.0	12*	0.9	10*	-0.2
O=C(Cn1nnc(-c2ccc3c(c2)OCO3)n1)NCc1ccccc1	-4	1.0	-1	-0.8	-6	0.0	0.2	-2	-0.2	-1	0.6
CS(=O)(=O)N(CC(=O)NCc1ccco1)c1ccc2c(c1)OCO2	-1	0.3	-6	-1.2	0	-0.5	-0.8	-3	-0.3	-1	-1.9
Cc1ccc(O)c(NC(=O)c2cc(C)no2)c1	2	1.6	8	-0.6	-2	-0.3	-0.8	0	0.6	2	0.7
CCOc1ccc(S(=O)(=O)n2nc(C)cc2C)c2ccccc12	-8	-1.2	-4	-0.8	-3	0.8	2.2	-2	0.2	-1	-0.5
CCOC(=O)c1[nH]c(C=O)c(C(=O)OCC)c1C	4	2.4	-3	-1.9	-3	-2.4	-4.3	-1	-2.8	-2	1.0
C=CCNC(=O)/C(=C\c1ccc([N+](=O)[O-])cc1)NC(C)=O	2	-0.1	16	-1.0	-6	0.5	2.4	1	3.1	-6	1.1
